TAAR1 agonist – human TAAR1 agonism. Q96RJ0. CHO RD-HGA16 TAAR1, Fluo-8 calcium fluorescence; vehicle wells 0%, saturating PEA agonist 100%. activation, % at 3 µM. hit rate 0.99% among 360,000;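 active = activation above the mean activation of all test compounds in the run plus 3 SD, cut at about 38% in these data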
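Assay system: CHO-derived RD-HGA16 cells with stable Gα16 and human TAAR1; timing: 17-24 h seeding, 75 min 37 °C dye, 30 min RT; read-out: % activation from peak over basal fluorescence ratio, DMSO-to-PEA scaled; measured by: kinetic Fluo-8 calcium fluorescence; benchmarks: low control DMSO, high control PEA (EC100); doses: 3 µM single concentration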
M1 ag – agonists of human M1 muscarinic receptor | P11229 | CHO-K1 hM1, Fluo-8 calcium fluorescence, agonist mode; 0% DMSO, 100% acetylcholine EC100 | activation, % at 3 µM | hit rate 0.33% among 360,000 | AID 588814;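 active = activation above the run's mean compound activation plus 3 SD, cut at about 16% in these data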;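 also: peak over basal fluorescence ratio within a 140 s kinetic read after compound addition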
M1 antag – antagonists of human M1 muscarinic receptor; CHO-K1 hM1, Fluo-8 calcium fluorescence, ACh EC80 antagonist; P11229; AID 588852; inhibition, % at 3 µM; hit rate 1.3% among 360,000;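 active = percent inhibition above its own plate's cutoff, namely the mean of that plate's compound wells plus 3 SD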;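 also: peak over basal fluorescence ratio during 140 s after agonist addition; 0% = ACh EC80 plus DMSO and 100% = DMSO alone without agonist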
M5 ag – CHRM5 agonism in calcium assay | activation, % at 3 µM | P08912 | AID 624037 | CHO-K1 hM5 cells, Fluo-8 calcium fluorescence; 0% DMSO wells, 100% maximal acetylcholine response | hit rate 0.19% among 360,000;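 active = activation above the run's mean over test compounds plus 3 SD, cut at about 23% in these data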;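 also: signal is peak over basal fluorescence ratio across the kinetic read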
Target sequence (P08912 whole entry, looked up): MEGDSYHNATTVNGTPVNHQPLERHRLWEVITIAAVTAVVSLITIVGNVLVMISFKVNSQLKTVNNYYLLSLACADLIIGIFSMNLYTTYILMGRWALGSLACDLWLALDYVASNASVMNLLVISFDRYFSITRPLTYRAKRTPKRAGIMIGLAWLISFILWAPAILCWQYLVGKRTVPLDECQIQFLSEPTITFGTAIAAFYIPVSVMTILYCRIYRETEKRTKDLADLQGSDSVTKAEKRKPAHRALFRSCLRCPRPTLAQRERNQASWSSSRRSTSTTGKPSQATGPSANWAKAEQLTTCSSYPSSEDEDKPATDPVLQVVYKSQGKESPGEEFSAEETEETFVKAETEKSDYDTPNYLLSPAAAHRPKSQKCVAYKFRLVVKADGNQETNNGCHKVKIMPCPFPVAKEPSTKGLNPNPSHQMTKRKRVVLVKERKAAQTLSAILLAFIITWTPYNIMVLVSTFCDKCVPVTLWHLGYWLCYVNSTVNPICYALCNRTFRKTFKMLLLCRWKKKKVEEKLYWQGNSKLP
CHRM1 PAM – potentiates human M1 receptor response to acetylcholine | AID 588819 | CHO-K1 hM1, Fluo-8 calcium fluorescence, ACh EC20; 0% = ACh EC20, 100% = maximal ACh | hit rate 0.088% among 360,000 | activation, % at 3 µM; in the data active = activation above about 19%, passing the limit was not always enough
M5 antag – antagonists of human muscarinic M5 receptor (CHRM5) | CHO-hM5 cells, Fluo-8 calcium fluorescence, ACh EC80 | hit rate 0.59% among 360,000 | inhibition, % at 3 µM;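 active = inhibition above a per-plate cutoff, the mean of that plate's test compounds plus 3 SD, cut at about 27% in these data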;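 also: 0% = acetylcholine EC80 with DMSO and 100% = DMSO without agonist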
M5 PAM – CHRM5 positive allosteric modulation. activation, % at 3 µM. hit rate 0.3% among 360,000. AID 624038. CHO-K1 hM5, Fluo-8 calcium, ACh EC20 PAM; 0% = ACh EC20, 100% = ACh EC100;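 active = activation above the run cutoff, the mean activation of all test compounds plus 3 SD, cut at about 18% in these data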
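Test system: CHO-K1 hM5 cells / Doses: single-point, 3 µM nominal / Times: Post-acetylcholine fluorescence recording 140 s / Technique: Fluo-8 calcium fluorescence / Measure: Max/basal fluorescence ratio as % of EC20–EC100 ACh window / Benchmarks: low control EC20 acetylcholine (0%), high control EC100 acetylcholine (100%) / Replicates: one well per compound, no replicates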
CHRM4 antagonist – CHRM4 antagonism in calcium assay; P08173; CHO-hM4 cells, ACh EC80, Fluo-8 calcium fluorescence; inhibition, % at 3 µM; hit rate 0.73% among 360,000; AID 624125;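 active = inhibition above its plate's cutoff, the mean inhibition of sample wells plus 3 SD, cut at about 27% in these data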;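 also: 0% = acetylcholine EC80 with DMSO and 100% = DMSO without agonist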
Target sequence (P08173 whole entry, looked up): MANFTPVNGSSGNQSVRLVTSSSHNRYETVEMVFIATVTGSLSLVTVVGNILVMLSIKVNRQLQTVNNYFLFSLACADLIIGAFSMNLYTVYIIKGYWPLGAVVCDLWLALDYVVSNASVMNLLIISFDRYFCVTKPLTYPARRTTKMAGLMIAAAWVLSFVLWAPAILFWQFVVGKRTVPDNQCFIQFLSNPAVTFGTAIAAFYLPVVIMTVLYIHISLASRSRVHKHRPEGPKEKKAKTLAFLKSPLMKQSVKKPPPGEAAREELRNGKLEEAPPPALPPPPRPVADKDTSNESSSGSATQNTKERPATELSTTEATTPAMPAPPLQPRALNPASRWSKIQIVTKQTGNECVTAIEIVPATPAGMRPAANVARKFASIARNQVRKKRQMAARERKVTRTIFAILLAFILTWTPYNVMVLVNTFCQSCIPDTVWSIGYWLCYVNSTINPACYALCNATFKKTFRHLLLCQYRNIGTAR
M4 ag – agonists of human muscarinic M4 receptor (CHRM4) | CHO-K1 hM4/Gqi5, Fluo-8 calcium fluorescence; vehicle 0%, full acetylcholine response 100% | hit rate 0.14% among 360,000 | activation, % at 3 µM;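 active = activation above the run mean over all test wells plus 3 SD, cut at about 32% in these data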;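 also: peak over basal fluorescence ratio per well then scaled between controls; 0% = DMSO wells and 100% = acetylcholine at EC100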
* hit, by the source's call; · = not tested or not shown. This is a subset, so the mix of outcomes need not match the whole.

SMILES | TAAR1 agonist | M1 ag | M1 antag | M5 ag | CHRM1 PAM | M5 antag | M5 PAM | CHRM4 antagonist | M4 ag
Cc1ccc(NC(=O)C2C3C=CC4(O3)C2C(=O)N(CCCN2CCOCC2)C4C(=O)NC2CCCCC2)cc1Cl (stereo unspecified) | -2 | -6 | -17 | -2 | 14 | 15 | -6 | -2 | -1
CC(C)(C)OC(=O)n1cc(CCO)c2ccccc21 | 9 | -4 | 1 | -1 | 1 | 8 | 2 | -1 | 2
CC(=O)Oc1ccc(OC(C)=O)c(S(=O)(=O)c2ccc(C)c(C)c2)c1 | -1 | -2 | -4 | 0 | 0 | 5 | -1 | -1 | 1
CCC(=O)N1CCC1(C)C(=O)Nc1nccs1 (stereo unspecified) | 4 | 0 | -22 | 0 | 12 | -7 | -1 | -8 | 0
CN1CCN(S(=O)(=O)c2cccc(C(=O)NCCOc3ccccc3F)c2)CC1 | 1 | -6 | -5 | -5 | 5 | 0 | 8 | -5 | 2
CC(=O)Nc1ccc(C=C(C#N)c2ccc(C)cc2)cc1 | 3 | 0 | -6 | 4 | 1 | 16 | -6 | 4 | 0
COC(=O)[C@]12CCCCC=C1N(Cc1ccc(Cl)cc1Cl)C(=O)[C@H](CC(=O)NCc1ccc(C)o1)C2 | -1 | · | · | 2 | · | 1 | -3 | -5 | 0
CCSc1nnc(NC(=O)c2nc(-c3ccccc3)n(-c3ccccc3)n2)s1 | 1 | -5 | 1 | -6 | 6 | 2 | 9 | 0 | 0
O=C(NCC1CCCO1)c1ccc2c(c1)C(=O)N(C1CCCCC1)C2=O (stereo unspecified) | -1 | -2 | -5 | 5 | 1 | -2 | -2 | -14 | 6
C/C(=N\OC(=O)c1ccc(OC(C)C)cc1)c1ccc(C)c(C)c1 | 4 | -3 | -14 | -3 | -4 | -1 | 15 | 7 | 0
O=C(COc1ccc(Br)cc1Cl)NNC(=O)c1ccccc1 | 1 | -3 | -11 | 0 | 11 | -3 | 0 | 10 | 1
CCC(=O)Oc1ccc(NC(=O)c2ccc(S(=O)(=O)N3CCCC3)cc2)cc1 | 10 | -5 | -6 | 2 | 1 | -7 | 1 | -8 | 10
Cc1c(C(=O)N2CCCCCC2)c(S(=O)(=O)NCc2ccccc2Cl)c(C)n1C | 1 | 0 | -10 | -1 | 9 | 4 | 1 | 5 | 2
CN(C)c1ccc(-c2ccnc3c2CC(C)(C(=O)NCC2CC2)O3)cc1 (stereo unspecified) | -2 | -5 | -5 | -2 | 5 | 1 | -2 | 3 | 0
COc1ccc(C(=O)c2c[nH]c(C(=O)NCc3ccco3)c2)cc1 | 3 | -1 | -7 | 1 | -6 | 5 | -3 | -4 | 3

One compound at a time (already shown). Values in the order: TAAR1 agonist	M1 ag	M1 antag	M5 ag	CHRM1 PAM	M5 antag	M5 PAM	CHRM4 antagonist	M4 ag
Profile of CN1CCN(S(=O)(=O)c2cccc(C(=O)NCCOc3ccccc3F)c2)CC1 = 1	-6	-5	-5	5	0	8	-5	2
Profile of Cc1c(C(=O)N2CCCCCC2)c(S(=O)(=O)NCc2ccccc2Cl)c(C)n1C = 1	0	-10	-1	9	4	1	5	2
Profile of CCSc1nnc(NC(=O)c2nc(-c3ccccc3)n(-c3ccccc3)n2)s1 = 1	-5	1	-6	6	2	9	0	0

(cont.)
SMILES | TAAR1 agonist | M1 ag | M1 antag | M5 ag | CHRM1 PAM | M5 antag | M5 PAM | CHRM4 antagonist | M4 ag
CS(=O)(=O)Nc1ccc(S(=O)(=O)N2CCCCCC2)cc1 | 4 | -5 | -14 | -4 | 11 | 8 | 0 | 4 | 2
Cc1ccsc1C(=O)OCC(=O)Nc1ccc(Cl)cn1 | 2 | -3 | -7 | -4 | 7 | 14 | -2 | 2 | 1
CC(C)(C)NCc1cccn1-c1sc2c(c1C#N)CCCC2 | 5 | -6 | 0 | 3 | -1 | -1 | 6 | -1 | 1
COc1ccc(NC(=O)COC(=O)CCSc2ccccc2)cc1 | 7 | 0 | -14 | 3 | 10 | 13 | 7 | 5 | 3
N#Cc1cccc(NC(=O)CSc2ccccc2)c1 | 6 | 6 | -34 | 2 | 13 | -7 | 0 | -5 | 3
COc1ccc(CN2CCOCCOCCN(Cc3ccc(OC)cc3)CCOCCOCC2)cc1 | 0 | -6 | -1 | -8 | -2 | 11 | -4 | 10 | 0
Cn1c(=O)c2[nH]c(SCC(=O)c3ccc(F)cc3)nc2n(C)c1=O | 5 | -3 | -5 | 2 | 4 | -3 | 9 | -1 | 1
CC(OC(=O)C1CCN(S(=O)(=O)c2ccccc2)CC1)C(=O)Nc1ncc(Cl)cc1Cl (stereo unspecified) | 17 | -3 | -10 | 1 | 7 | -1 | -3 | 13 | 4
O=C(NCCc1ccccc1)c1cccc(S(=O)(=O)N2CCCCC2)c1 | 6 | 0 | -5 | -1 | 15 | -4 | -3 | -26 | 5
Cc1ccc(NC(=O)CCc2ccc(S(=O)(=O)N3CCOCC3)cc2)c(O)c1 | 3 | 1 | -2 | 1 | 1 | 8 | 7 | 6 | 4
CC(C)CNC(=O)CN1C(=O)NC2(CCc3ccccc32)C1=O (stereo unspecified) | -2 | -1 | -13 | -3 | 7 | 10 | -1 | 5 | 0
CC(C)(C)OC(=O)N(CCc1ccccc1)Cc1ccccc1OCc1cccc(NC(=O)/C=C/c2ccccc2)c1 | 7 | -1 | -8 | 1 | 5 | -4 | 1 | -21 | 1
CCc1ccc(Nc2n[n+](-c3ccccc3)c(-c3ccc(C(=O)O)cc3)s2)cc1 | 3 | -4 | -11 | 2 | 13 | 13 | -1 | 6 | 0
O=C(O)CC/C(=C\c1ccc(Cl)c([N+](=O)[O-])c1)c1nc2ccccc2s1 | 1 | -5 | -3 | 3 | 4 | 2 | 6 | -1 | -1
Cc1cccc(C2CC3(CC(C)(C)NC(=S)N3)Oc3cc(O)ccc32)c1 (stereo unspecified) | 9 | -6 | -6 | -1 | 3 | 12 | -2 | 4 | 1
CC(=O)Nc1nc2ccccc2n1Cc1ccc(C)cc1 | 2 | -5 | -9 | -6 | 12 | 2 | 11 | 3 | 2
COc1ccc(CNC(=S)Nc2ccc(Br)cc2)cc1 | 10 | 0 | 5 | -3 | -8 | 20 | -18 | 8 | 12
COc1ccc(-n2c(NNC(C)=O)nc3sc4c(c3c2=O)CCCC4)cc1 | 1 | -2 | -16 | 3 | 8 | -1 | 6 | 10 | 0
N#CC1(NC(=O)COC(=O)CCCN=C2NS(=O)(=O)c3ccccc32)CCCCC1 | 1 | -2 | -10 | -2 | 6 | 12 | 2 | 0 | 1
Cc1ccc2cc(NC(=O)CC(CC(=O)O)c3ccccc3)ccc2n1 (stereo unspecified) | 3 | -3 | -8 | -4 | 3 | 16 | -5 | -5 | 1
COC(=O)c1cccnc1-n1c(=O)c2cccnc2n(Cc2cccc(C(F)(F)F)c2)c1=O | -3 | 2 | 1 | -1 | 7 | 0 | 2 | 1 | 1
CC(C)=NNc1nc2sc3c(c2c(=O)[nH]1)CC(C)(C)OC3 | 28 | -7 | -3 | -1 | 2 | -9 | 4 | -10 | 2
CC(=O)n1nc(-c2ccncc2)nc1SCC(=O)Nc1cccc(Cl)c1 | 24 | 2 | 4 | 5 | 0 | -9 | -1 | 6 | 4
Cc1cccc(-c2nnc3n2N=C(c2ccccc2Br)CS3)c1 | 11 | -3 | -22 | -9 | -1 | -2 | -2 | -10 | 2
O=C(OCc1nnc(-c2ccccc2)o1)c1cccc(-n2cnnn2)c1 | 3 | -4 | -2 | 0 | 10 | 7 | 3 | 2 | 1
CSc1ncc(Cl)c(C(=O)Nc2c(C)cccc2C)n1 | 1 | -6 | -6 | -6 | 6 | -6 | 1 | -14 | -1
CN(C)C(CNC(=O)c1cc(S(=O)(=O)N(C)c2ccc(F)cc2)ccc1Cl)c1ccco1 (stereo unspecified) | 4 | -5 | -7 | -3 | -2 | -6 | 6 | -5 | 3
COCCCNC(=O)C(C#N)c1nc2ccccc2nc1N1CCN(Cc2ccccc2)CC1 (stereo unspecified) | 3 | -5 | 4 | -3 | -1 | -3 | 8 | 0 | 7
CN1C2CCC1/C(=C/c1cccn1C)C(=O)/C2=C\c1cccn1C | 23 | 2 | 4 | 1 | -1 | -3 | -1 | 6 | 2
O=C(NCc1ccccc1)c1cc(-c2ccncc2)nc2ccccc12 | 10 | 1 | -11 | 0 | 12 | 8 | -7 | -5 | 12
CCn1c(SCC(=O)N2CCCC(C)C2)nc2c1c(=O)n(C)c(=O)n2C (stereo unspecified) | 2 | -7 | -4 | -1 | 4 | 15 | -1 | 8 | 1
Cc1ccc(N2CCN(C(=O)C3CCN(S(=O)(=O)c4cccc5nsnc45)CC3)CC2C)cc1 (stereo unspecified) | 2 | -3 | 6 | 3 | -4 | -1 | -5 | 1 | 7
COC(=O)Cc1ccc2c3ccccc3n(C)c2c1 | 8 | -9 | 2 | -2 | -1 | 2 | 0 | -4 | 1
Cc1onc(-c2ccccc2Cl)c1C(=O)Nc1nnc(Cc2ccc(Cl)cc2)s1 | 3 | -4 | -3 | -3 | 3 | -3 | 0 | -2 | 2
CC(NC(=O)C12CC3CC(CC(C3)C1)C2)C(=O)NN=Cc1ccc([N+](=O)[O-])o1 (stereo unspecified) | 5 | -9 | 102* | 2 | 9 | 8 | 5 | -4 | 2
O=C1CSC(c2ccccc2[N+](=O)[O-])N1c1cccc(F)c1 (stereo unspecified) | 5 | -7 | -1 | -7 | 1 | 12 | -8 | -4 | 0
Cc1cccc2c1-c1sc(C(=O)NCCCN3CCCC(C)C3)cc1CO2 (stereo unspecified) | 9 | -1 | -5 | -8 | 4 | 11 | 3 | 1 | 11
COc1ccccc1C(=O)NCCC(=O)N1CCCC(C(F)(F)F)C1 (stereo unspecified) | 5 | -1 | -7 | -3 | 8 | -4 | 4 | 12 | 0
O=C(CCN1CCCCC1)Nn1c(=S)[nH]c2ccccc2c1=O | 3 | -6 | 3 | -3 | -3 | 13 | -5 | 11 | 0
O=C(c1[nH]c(C(F)(F)F)nc1-c1ccccc1)N1CCN(c2ncc(C(F)(F)F)cc2Cl)CC1 | 49* | 12 | -5 | 16 | -7 | 13 | -3 | 22 | 37*
CCOc1ccc(NC(=O)CCC(=O)N2CCSc3ccccc32)cc1 | 10 | -6 | 20 | 4 | -14 | 8 | -15 | 3 | 16
Cc1cnc(NS(=O)(=O)c2ccccc2)c(C)n1 | 3 | -5 | -11 | -2 | 4 | 1 | -2 | -22 | 1
C#CCNC(=O)C1=C[C@@H](C2CCCCC2)C[C@@H](OCCCCO)O1 | 9 | 0 | -7 | 2 | 13 | -2 | -4 | 7 | 1
CCC(c1nnnn1-c1c(C)cccc1C)N1CCN(C/C=C/c2ccccc2)CC1 (stereo unspecified) | -1 | -8 | 15 | -8 | -19 | 12 | -18 | -2 | 0
COc1cc(Cl)c(C)cc1NC(=O)COC(=O)C1CC1C (stereo unspecified) | -2 | -6 | 6 | -7 | 1 | 10 | -3 | -5 | 0
